Screening data as filed in PubChem BioAssay.
TDP-43 yeast inh: qHTS of TDP-43 Inhibitors | 1.8% of 410,000 active | Potency, µM (titrated, usually from 46.1 µM), without a hit: at the top dose growth rescue (activation), usual class: activators | TDP-43 expressing yeast growth rescue, BacTiter-Glo, 24 h; note: potency is the fitted concentration of half-maximal effect; % of control where 0% means no effect; nearly all actives have a fitted effect of over 50% in size
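Yeast cells expressing TDP-43 under galactose induction are exposed to compounds for 24 hr at 30 deg C. BacTiter-Glo luminescence measures growth, so protective compounds score as activators.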
pAkt inh: HTS Assay for Inhibitors of Akt Phophorylation: Primary Screen; 0.32% of 360,000 active; Neuro2A IGF-stimulated pAkt S473 HTRF, 20 min; stronger effect = lower value; activity change, % for hits at 50 µM; in the data active = activity change below about -80%; inconclusive = mostly about -51% to -80%; note: % is set by controls: 0 for no effect and ±100 for the full control effect
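Single-point screen (50 µM final compound) in Neuro2A cells stimulated 20 min with 6 nM IGF at 37 deg C. After lysis, Ser473-phosphorylated Akt read by HTRF (ex 330 nm, em 615/665 nm) as the 665/615 ratio.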
Abeta yeast res: qHTS for compounds that reverse cellular toxicity of Amyloid beta (A-beta) peptide in yeast: Primary Screen; yeast expressing A-beta42, growth rescue, OD600, 48 h; response scale: 0% DMSO, 100% iron-clioquinol control; Potency, µM (top dose mostly 46.1 µM), without a hit: at the top dose growth rescue, most hits filed as activators; 0.063% of 410,000 active; AID 1347071, 2019; note: potency is the fitted concentration of half-maximal effect; nearly all actives have a fitted effect of over 55% in size
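Growth rescue measured by 600 nm absorbance after 48 h yeast culture at 30 C with compound. Values normalized between DMSO and an equimolar ferric chloride plus clioquinol control.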
MmCpn inh: Inhibitors of TCP-1 ring complex (TRiC) of Methanococcus maripaludis (MmCpn): qHTS | purified Mm-Cpn ATPase, ADP Transcreener TR-FRET | Chaperonin Mm-Cpn (Methanococcus maripaludis) | AID 504842, 2011 | 0.031% of 330,000 active | Potency, µM (series often up to 76.9 µM), without a hit: top-dose activity, negative = inhibition, usual class: inhibitors; note: potency is the fitted concentration of half-maximal effect; % is set by controls: 0 for no effect and ±100 for the full control effect; nearly all actives have a fitted effect of over 80% in size
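25 nM Mm-CPN + cpd, 10 min 37°C; + 10 uM ATP, 30 min 37°C; buffer 30 mM Tris pH 7.4, 100 mM KCl, 5 mM MgCl2, 1 mM DTT; Transcreener ADP HTRF detection 30 min RT.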
PTHR1 agonist: qHTS for PTHR1 Agonists: Primary Screen; Parathyroid hormone/parathyroid hormone-related peptide receptor (Homo sapiens), Q03431; HEK293 GP2 PTHR1 cells, GloSensor cAMP luminescence, 1 h; Potency, µM (series often up to 115 µM), without a hit: at the highest dose activation, actives largely listed as activators; 0.075% of 410,000 active; AID 743266, 2014; note: potency is the fitted concentration of half-maximal effect; nearly all actives have a fitted effect of over 55% in size; some results filed as inactive show a strong effect at the top dose; inactives centre near -15; many of its hits are not listed in these tables
Target sequence (Q03431 whole entry, looked up): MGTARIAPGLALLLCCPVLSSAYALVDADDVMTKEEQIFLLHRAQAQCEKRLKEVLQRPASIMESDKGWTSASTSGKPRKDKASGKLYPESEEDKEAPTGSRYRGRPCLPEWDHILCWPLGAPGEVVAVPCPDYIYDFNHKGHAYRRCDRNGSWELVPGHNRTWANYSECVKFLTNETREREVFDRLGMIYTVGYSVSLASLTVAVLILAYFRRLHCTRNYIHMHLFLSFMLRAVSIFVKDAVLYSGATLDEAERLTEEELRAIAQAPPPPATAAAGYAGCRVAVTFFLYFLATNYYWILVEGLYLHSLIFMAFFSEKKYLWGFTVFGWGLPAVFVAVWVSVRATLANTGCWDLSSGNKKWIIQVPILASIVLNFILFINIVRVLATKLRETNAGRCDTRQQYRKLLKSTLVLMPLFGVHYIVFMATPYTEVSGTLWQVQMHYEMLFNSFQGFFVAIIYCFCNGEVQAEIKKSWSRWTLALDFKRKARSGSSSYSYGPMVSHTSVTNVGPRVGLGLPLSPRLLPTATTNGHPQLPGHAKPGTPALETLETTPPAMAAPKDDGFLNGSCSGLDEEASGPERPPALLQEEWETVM
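HEK-293-derived GP2 cells expressing PTHR1 and a GloSensor cAMP reporter, 3,000/well, plated overnight, given luciferin plus IBMX (each 0.5 mM as added) for 1 h at 37 °C, then compound for 1 h at 37 °C. Luminescence was read after 15 min at room temperature.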
aSyn yeast inh: qHTS of alpha-syn Inhibitors; Yeast expressing alpha-synuclein, growth rescue, BacTiter-Glo, 24 h; Potency, µM (highest dose often 46.1 µM), for inactives: at the highest dose growth rescue (activation), hits mostly activators; 0.14% of 370,000 active; note: potency is the fitted concentration of half-maximal effect; % of control where 0% means no effect; nearly all actives have a fitted effect of over 65% in size
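Galactose-induced alpha-syn yeast (OD600=0.02, raffinose-pregrown) + pinned cpd, 24 hr, 30 deg C; growth by BacTiter-Glo luminescence. Growth restoration scores as activation.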
HEK293 tox: qHTS of GLP-1 Receptor Inverse Agonists: Cytotox Screen; HEK293 cAMP-luciferase reporter cells, luminescence, 24 h; Potency, µM (series often up to 38.3 µM), without a hit: at the highest dose activity change, negative = inhibition, hits mostly inhibitors; 0.13% of 410,000 active; AID 624418, 2012;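 note: loss of luciferase light is scored as toxicity; potency is the fitted concentration of half-maximal effect; % is set by controls: 0 for no effect and ±100 for the full control effect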
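Compound-treated cells are incubated 24 hr at 37 deg C under 5% CO2 after a 12 hour attachment period, then luciferase detection reagent is added and luminescence is measured following 12 min at room temperature; lowered signal indicates toxicity.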
FUS yeast rescue: qHTS for Suppressors of FUS Proteinopathy: Primary screen using FUS-linked yeast assay; Potency, µM (series often up to 76.6 µM), inactives show at the highest dose growth rescue (activation), hits mostly activators; 0.24% of 390,000 active; AID 1347120, 2019; S. cerevisiae FUS-expressing, growth rescue, OD600, 24 h;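 note: potency is the fitted concentration of half-maximal effect; plate controls were DMSO vehicle for no effect and reference control for full effect; nearly all actives have a fitted effect of over 55% in size; some results filed as inactive show a strong effect at the top dose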
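Toxicity suppression screen in FUS-yeast. Cells induced with 2% galactose, starting OD 0.005, treated 24hr at 30C with compounds at multiple final concentrations; growth by OD600.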
GLP-1R inv ag: qHTS of GLP-1 Receptor Inverse Agonists (Inhibition Mode). Glucagon-like peptide 1 receptor (Homo sapiens), P43220. Potency, µM (doses to about 38.3 µM), without a hit: at the top dose activity change, negative = inhibition, actives largely listed as inhibitors. AID 624417, 2012. HEK293 GLP-1R CRE-luciferase, luminescence, 24 h; GLP-1R form is constitutively active. 1.6% of 410,000 active; note: potency is the fitted concentration of half-maximal effect; % is set by controls: 0 for no effect and ±100 for the full control effect; nearly all actives have a fitted effect of over 55% in size
Target sequence (P43220 whole entry, looked up): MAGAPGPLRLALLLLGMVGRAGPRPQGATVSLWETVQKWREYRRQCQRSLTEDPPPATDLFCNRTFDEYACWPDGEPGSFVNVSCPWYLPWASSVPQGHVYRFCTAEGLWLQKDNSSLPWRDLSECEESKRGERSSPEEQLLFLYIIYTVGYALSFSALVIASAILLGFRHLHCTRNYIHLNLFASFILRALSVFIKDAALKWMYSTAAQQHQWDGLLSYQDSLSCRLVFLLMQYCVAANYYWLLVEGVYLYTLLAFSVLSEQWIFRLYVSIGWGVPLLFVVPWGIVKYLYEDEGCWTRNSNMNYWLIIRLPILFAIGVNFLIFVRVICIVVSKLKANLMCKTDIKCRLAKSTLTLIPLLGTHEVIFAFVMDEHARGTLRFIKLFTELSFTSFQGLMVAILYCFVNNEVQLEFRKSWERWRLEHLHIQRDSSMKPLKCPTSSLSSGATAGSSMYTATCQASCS
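Using stably transfected HEK293 (constitutively active GLP-1R, cAMP-luciferase reporter), compounds were incubated 24 hr and luciferase measured by luminescence.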
Starred values were filed as active, the others as inactive; [ ] = dose if it differs, or a comment. Unless noted, calls come from the whole dose curve; as a rule, active = well fitted curve in the direction sought with a large enough effect; inconclusive = small, poorly fitted or top-dose-only effect, or another doubt; inactive = no such curve, though single readings can be large; an effect the other way counts as inactive or inconclusive. An excerpt. The share of hits here may be higher or lower than overall.

Results for CS(=O)(=O)N1CCN(C(=S)NCc2ccc(Cl)cc2)CC1 ?
TDP-43 yeast inh: -15%; pAkt inh: inactive; Abeta yeast res: 4%; MmCpn inh: 0%; PTHR1 agonist: inactive; aSyn yeast inh: 0%; HEK293 tox: -9%; FUS yeast rescue: 6%; GLP-1R inv ag: -8%

How did Cc1ccc(-c2nc3ccccc3o2)cc1NC(=S)NC(=O)c1cccs1 do in these assays?
TDP-43 yeast inh: 12%; pAkt inh: inactive; Abeta yeast res: 23%; MmCpn inh: 0%; PTHR1 agonist: -13%[57.5 µM]; aSyn yeast inh: 0%; HEK293 tox: -17%; FUS yeast rescue: 12%; GLP-1R inv ag: 16%

Results for COc1ccc(S(N)(=O)=O)cc1C(=O)N(C)CC(=O)Nc1ccc(N2CCOCC2)cc1 ?
TDP-43 yeast inh: -2%; pAkt inh: inactive; Abeta yeast res: -10%; MmCpn inh: 2%; PTHR1 agonist: 24%; aSyn yeast inh: -3%; HEK293 tox: 0%; GLP-1R inv ag: 5%

How did COc1ccccc1C(=O)NCC1(N2CCN(C)CC2)CCCCC1 do in these assays?
TDP-43 yeast inh: 4%; Abeta yeast res: -2%; PTHR1 agonist: inactive; HEK293 tox: 38%[activator]; FUS yeast rescue: -7%; GLP-1R inv ag: 6%

Results for COc1ccc(F)cc1S(=O)(=O)NC(Cc1ccccc1)C(N)=O (stereo not drawn) ?
TDP-43 yeast inh: -4%; pAkt inh: inactive; Abeta yeast res: -7%; MmCpn inh: 0%; PTHR1 agonist: -9%; aSyn yeast inh: -9%; HEK293 tox: -25%; FUS yeast rescue: 3%; GLP-1R inv ag: -5%

Results for CCOc1ccc(OCCn2c(S(=O)(=O)O)nc3c(N)ncnc32)cc1 ?
TDP-43 yeast inh: -10%; pAkt inh: inactive; Abeta yeast res: 15%; MmCpn inh: 0%; PTHR1 agonist: inactive; aSyn yeast inh: 0%; HEK293 tox: -11%; FUS yeast rescue: 21%; GLP-1R inv ag: 21%

Results for OC(CSc1ccccc1)CN1CCN(c2ccccc2)CC1 (stereo not drawn) ?
TDP-43 yeast inh: -10%; pAkt inh: inactive; Abeta yeast res: 11%; PTHR1 agonist: -8%; aSyn yeast inh: -16%; HEK293 tox: -1%; FUS yeast rescue: 24%; GLP-1R inv ag: inconclusive

How did CCOC(=O)C(=O)NCC(c1ccco1)S(=O)(=O)c1cccs1 (stereo not drawn) do in these assays?
TDP-43 yeast inh: -5%; pAkt inh: inactive; Abeta yeast res: -3%; MmCpn inh: 0%; PTHR1 agonist: inactive; aSyn yeast inh: 1%; HEK293 tox: 6%; FUS yeast rescue: 19%; GLP-1R inv ag: 63%[activator]

Results for O=C(NC1=NCCS1)c1ccc(N2CCCC2=O)cc1 ?
TDP-43 yeast inh: -1%[9.22 µM]; pAkt inh: inactive; Abeta yeast res: 11%; MmCpn inh: 4%; PTHR1 agonist: inactive; aSyn yeast inh: 3%; HEK293 tox: -4%; FUS yeast rescue: -2%; GLP-1R inv ag: 21%

Results for O=C(OCC(=O)N1CCCCC1)c1ccc2c(c1)C(=O)N(Cc1ccco1)C2=O ?
TDP-43 yeast inh: 9%; pAkt inh: inactive; Abeta yeast res: 19%; MmCpn inh: 1%; PTHR1 agonist: -27%; aSyn yeast inh: 3%; HEK293 tox: 3%; FUS yeast rescue: 5%; GLP-1R inv ag: -4%

Results for Nc1ccc(N2CCOCC2)c(S(=O)(=O)Nc2ccccc2Cl)c1 ?
TDP-43 yeast inh: 11%; pAkt inh: inactive; Abeta yeast res: 5%; MmCpn inh: 0%; PTHR1 agonist: -11%; aSyn yeast inh: 9%; HEK293 tox: 0%; FUS yeast rescue: 10%; GLP-1R inv ag: 9%

Results for COC(=O)c1cc(=O)n(CCc2ccc(OC)c(OC)c2)c(=Nc2ccc(F)c(Cl)c2)s1 ?
TDP-43 yeast inh: 25%; pAkt inh: inactive; Abeta yeast res: -16%; MmCpn inh: 2%; PTHR1 agonist: -33%[inhibitor]; aSyn yeast inh: 6%; HEK293 tox: 1%; FUS yeast rescue: -25%; GLP-1R inv ag: inconclusive

What do the screens show for `O=C(c1cc(S(=O)(=O)N2CCOCC2)ccc1Cl)N1CCC(Cc2ccccc2)CC1`?
TDP-43 yeast inh: -23%; pAkt inh: inactive; Abeta yeast res: 8%; MmCpn inh: 2%; PTHR1 agonist: -16%; aSyn yeast inh: 11%; HEK293 tox: 0%; FUS yeast rescue: 38%; GLP-1R inv ag: inconclusive

Results for CC(C)CC[C@@H](O)[C@](C)(O)C1CC[C@@]2(O)C3=CC(=O)[C@@H]4C[C@@H](O)[C@@H](O)C[C@]4(C)C3CC[C@]12C (stereo partly drawn) ?
TDP-43 yeast inh: 22%; pAkt inh: inactive; Abeta yeast res: -3%; MmCpn inh: 0%; PTHR1 agonist: -24%; aSyn yeast inh: 1%; HEK293 tox: 0%; FUS yeast rescue: 1%; GLP-1R inv ag: -5%

How did O=C(Cc1csc(NC(=O)c2ccccc2)n1)NO do in these assays?
TDP-43 yeast inh: -7%; pAkt inh: inactive; Abeta yeast res: -16%; MmCpn inh: 1%; PTHR1 agonist: inactive; aSyn yeast inh: -6%; HEK293 tox: 4%; FUS yeast rescue: 22%; GLP-1R inv ag: 1%

Arranged by SMILES length (low to high): some entries from above.
How did O=C(Cc1csc(NC(=O)c2ccccc2)n1)NO do in these assays?
TDP-43 yeast inh: -7%; pAkt inh: inactive; Abeta yeast res: -16%; MmCpn inh: 1%; PTHR1 agonist: inactive; aSyn yeast inh: -6%; HEK293 tox: 4%; FUS yeast rescue: 22%; GLP-1R inv ag: 1%

Results for COc1ccc(F)cc1S(=O)(=O)NC(Cc1ccccc1)C(N)=O (stereo not drawn) ?
TDP-43 yeast inh: -4%; pAkt inh: inactive; Abeta yeast res: -7%; MmCpn inh: 0%; PTHR1 agonist: -9%; aSyn yeast inh: -9%; HEK293 tox: -25%; FUS yeast rescue: 3%; GLP-1R inv ag: -5%

Results for CC(C)CC[C@@H](O)[C@](C)(O)C1CC[C@@]2(O)C3=CC(=O)[C@@H]4C[C@@H](O)[C@@H](O)C[C@]4(C)C3CC[C@]12C (stereo partly drawn) ?
TDP-43 yeast inh: 22%; pAkt inh: inactive; Abeta yeast res: -3%; MmCpn inh: 0%; PTHR1 agonist: -24%; aSyn yeast inh: 1%; HEK293 tox: 0%; FUS yeast rescue: 1%; GLP-1R inv ag: -5%

The listing continues.
How did CCOC(=O)CSC1=C(C#N)C(c2ccccc2OC)CC(=O)N1 (stereo not drawn) do in these assays?
TDP-43 yeast inh: 7%; pAkt inh: inactive; Abeta yeast res: -9%; MmCpn inh: -2%; PTHR1 agonist: -2%; aSyn yeast inh: 1%; HEK293 tox: -13%; FUS yeast rescue: -6%; GLP-1R inv ag: inconclusive

What do the screens show for `O=C(Nc1cc2c(cc1Br)OCCO2)c1cccs1`?
TDP-43 yeast inh: 19%; pAkt inh: inactive; Abeta yeast res: 0%; MmCpn inh: 1%; PTHR1 agonist: inactive; aSyn yeast inh: 2%; HEK293 tox: -6%; FUS yeast rescue: 10%; GLP-1R inv ag: 1%

Results for N#C/C(=C\Nc1ccccc1SC(F)(F)F)c1nc(-c2ccc(Cl)cc2)cs1 ?
TDP-43 yeast inh: 3%; pAkt inh: inactive; Abeta yeast res: 0%; MmCpn inh: -1%; PTHR1 agonist: -21%; aSyn yeast inh: -6%; HEK293 tox: 0%; FUS yeast rescue: 9%; GLP-1R inv ag: 20%

Results for CCCCCCc1cc2cc(C(=O)Nc3ccccc3OC)c(=O)oc2cc1O ?
TDP-43 yeast inh: 1%; pAkt inh: inactive; Abeta yeast res: 4%; MmCpn inh: 0%; PTHR1 agonist: -6%; aSyn yeast inh: 0%; HEK293 tox: -3%[1.53 µM]; FUS yeast rescue: 15%; GLP-1R inv ag: 15%

What do the screens show for `COc1ccc(NC(=O)C2CC2)cc1S(=O)(=O)N1CCOCC1`?
TDP-43 yeast inh: 2%; pAkt inh: inactive; Abeta yeast res: -8%; MmCpn inh: 1%; PTHR1 agonist: 7%; aSyn yeast inh: -6%; HEK293 tox: -4%; FUS yeast rescue: -9%; GLP-1R inv ag: -8%

Results for CC(NC(=O)[C@H](C)NC(=O)N1CCn2c1nc1ccccc12)c1ccccc1 (stereo partly drawn) ?
TDP-43 yeast inh: 9%; pAkt inh: inactive; Abeta yeast res: -1%; MmCpn inh: 2%; PTHR1 agonist: inactive; aSyn yeast inh: 4%; HEK293 tox: -6%; FUS yeast rescue: 8%; GLP-1R inv ag: -11%

What do the screens show for `COc1cc(Cl)c(NS(=O)(=O)c2c(C(=O)N3CCCC3)c(C)n(C)c2C)c(OC)c1`?
TDP-43 yeast inh: -6%; pAkt inh: inactive; Abeta yeast res: -1%; MmCpn inh: 0%; PTHR1 agonist: -18%; aSyn yeast inh: 3%; HEK293 tox: -3%; FUS yeast rescue: -10%; GLP-1R inv ag: 9%

What do the screens show for `Cc1ccc(S(=O)(=O)NNC(=O)c2ccoc2C)cc1`?
TDP-43 yeast inh: 3%; pAkt inh: inactive; Abeta yeast res: 1%; MmCpn inh: -2%; PTHR1 agonist: -17%; aSyn yeast inh: 2%; HEK293 tox: 3%; FUS yeast rescue: -1%; GLP-1R inv ag: 2%
